# KLK7 zymogen act: activators of human kallikrein-7 zymogen. 370,000 tested, 0.9% active. P49862. activation, % at 7 µM. AID 652039. purified proKLK7, EDANS-DABCYL substrate fluorescence; 100% is mature enzyme control, 0% vehicle;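 active = activation above the mean of all tested compounds plus 3 SD, computed per campaign excluding outliers beyond control limits, cut at about 13% in these data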
# Target sequence (P49862 whole entry, looked up): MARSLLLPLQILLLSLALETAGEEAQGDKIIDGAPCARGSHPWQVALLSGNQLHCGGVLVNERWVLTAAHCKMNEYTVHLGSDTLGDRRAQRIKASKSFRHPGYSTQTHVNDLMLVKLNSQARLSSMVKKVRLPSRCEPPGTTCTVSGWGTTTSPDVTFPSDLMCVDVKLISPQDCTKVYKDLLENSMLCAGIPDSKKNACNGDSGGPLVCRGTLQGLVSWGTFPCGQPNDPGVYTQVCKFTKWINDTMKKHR
# hcDAF-12 act: H. contortus DAF-12 activation, primary screen. HEK293 hcDAF-12 lit1-tk-luc reporter, luminescence; 0% DMSO, 100% Δ7-dafachronic acid. activation, % at 6.8 µM. 370,000 tested, 1.4% active. AID 652067;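 active = activation above the mean of all tested compounds plus 3 SD, cut at about 5.5% in these data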;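 also: 100% = response to 3 µM Δ7-dafachronic acid high control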
# FXN GAA850 act: frataxin GAA850 promoter activation. activation, % at 6 µM. 360,000 tested, 0.56% active. AID 540364. HEK293 lucGAA850 FXN promoter luciferase reporter, 24 h; percent of 10 µM SAHA response;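 active = activation above the average of all compounds screened plus 3 SD, cutoff fixed separately per campaign, cut at about 7.5% in these data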;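 also: 0% = DMSO wells and 100% = 10 µM SAHA wells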
# SMARCA2 act: activators of SMARCA2 function; activation, % at 9.1 µM; 370,000 tested, 1% active; MG213 cells, MMTV-luciferase reporter, dexamethasone, overnight; in the data active = activation above about 7.8%;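 also: 0% = vehicle wells and 100% = reference activator wells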
# DAX1 inh-1: blocks DAX1 repression of SF-1 activated StAR promoter; HEK293T StAR-luciferase reporter, SF-1/DAX-1 repression relief; inhibition, % at 6.8 µM; 370,000 tested, 1.1% active; AID 652010;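 active = inhibition above the mean over all tested compounds plus 3 SD, cut at about 3.6% in these data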;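 also: 0% = DAX-1 cells with DMSO and 100% = cells lacking DAX-1 with DMSO; higher inhibition means more luminescence from relief of DAX-1 repression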
# ssDAF12 agonist: activators of S. stercoralis DAF-12 nuclear receptor; HEK293 ssDAF-12/GRIP1 lit1-tk-luc reporter, luminescence; % of 3 µM dafachronic acid response; AID 652126; activation, % at 6.8 µM; 370,000 tested, 1% active;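 active = activation above the mean over all tested compounds plus 3 SD, cut at about 0.9% in these data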;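 also: 0% = DMSO-only wells and 100% = 3 µM delta7-dafachronic acid wells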
# hgDAF12 agonist: hgDAF-12 agonism, primary luciferase screen. 370,000 tested, 1.8% active. activation, % at 6.8 µM. HEK293 GAL4-hgDAF12 UAS-luciferase reporter, agonist luminescence; normalized to butyrate control. AID 687014;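 active = activation above a cutoff set at the mean of all screened compounds plus 3 SD, cut at about 10% in these data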;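 also: 0% = DMSO wells and 100% = sodium butyrate wells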
# GC-B act: GC-B (human) receptor activation. AID 1920062. HEK293-GC-B cells, CNP EC30, cGMP TR-FRET; 0% at EC30 CNP, 100% saturating CNP. activation, % at 10 µM. P20594. 370,000 tested, 0.11% active;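 active = activation at 10 µM reaching about 35% in either raw or pattern-adjusted values, limit read from the data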
# sPLA2-III inh: Blocks human group III sPLA2 activity; Q9NZ20; QFRET BODIPY PC-A2 liposome hydrolysis, fluorescence; inhibition, % at 12.2 µM; 370,000 tested, 0.56% active; AID 743126;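 active = inhibition above mean plus 3 SD of compounds lying within the high and low control bounds, cut at about 19% in these data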;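 also: 0% = median of test compound wells and 100% = no enzyme DMSO wells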
# Target sequence (Q9NZ20 whole entry, looked up): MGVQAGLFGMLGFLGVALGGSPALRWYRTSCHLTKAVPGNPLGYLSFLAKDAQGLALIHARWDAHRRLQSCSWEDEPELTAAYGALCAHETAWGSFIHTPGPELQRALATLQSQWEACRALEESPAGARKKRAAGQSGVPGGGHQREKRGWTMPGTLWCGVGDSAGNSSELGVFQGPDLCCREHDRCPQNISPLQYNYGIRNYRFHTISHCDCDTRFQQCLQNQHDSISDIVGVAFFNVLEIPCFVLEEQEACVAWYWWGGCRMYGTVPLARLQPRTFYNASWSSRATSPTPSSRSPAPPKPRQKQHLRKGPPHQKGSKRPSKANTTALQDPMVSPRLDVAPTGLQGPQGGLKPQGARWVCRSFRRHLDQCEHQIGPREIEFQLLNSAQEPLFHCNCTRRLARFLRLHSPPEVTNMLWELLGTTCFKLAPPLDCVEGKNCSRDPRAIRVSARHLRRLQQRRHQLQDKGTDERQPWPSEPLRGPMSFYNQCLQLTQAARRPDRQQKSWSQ
# GC-A act: GC-A (human) enzyme activation; 370,000 tested, 0.14% active; AID 1671463; activation, % at 10 µM; HEK293 GC-A cells, cGMP TR-FRET, EC30 ANP; 0% at EC30 ANP, 100% saturating ANP; in the data active = activation above about 40%
# DAX1 inh-2: NR0B1 (DAX1) inhibition; HEK293 Gal4-DAX1 luciferase reporter, luminescence; inhibition, % at 6.75 µM; 340,000 tested, 0.99% active; AID 504766;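 active = inhibition above the mean over all tested compounds plus 3 SD, cut at about 4.2% in these data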;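 also: 0% = DAX1-transfected cells with DMSO and 100% = empty-vector control cells with DMSO; inhibition shows as a rise in luminescence from relieved DAX1 repression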
# Target sequence (P51843 207-470 limits assumed): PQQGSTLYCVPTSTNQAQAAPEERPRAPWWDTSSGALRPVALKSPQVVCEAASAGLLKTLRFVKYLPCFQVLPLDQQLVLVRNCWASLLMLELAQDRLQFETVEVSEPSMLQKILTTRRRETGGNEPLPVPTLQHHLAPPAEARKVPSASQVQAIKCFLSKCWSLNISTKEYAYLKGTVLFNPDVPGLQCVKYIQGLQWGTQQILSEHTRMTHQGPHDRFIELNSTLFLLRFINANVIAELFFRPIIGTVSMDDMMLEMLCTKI
# Starred values were filed as active, the others as inactive; . = not tested or not shown. This is a random part of the collection; 6.7% or so of the library scored in one or more.
SMILES,KLK7 zymogen act,hcDAF-12 act,FXN GAA850 act,SMARCA2 act,DAX1 inh-1,ssDAF12 agonist,hgDAF12 agonist,GC-B act,sPLA2-III inh,GC-A act,DAX1 inh-2
O=C(CN1CCN(c2nc(-c3ccc(F)cc3)cs2)CC1)NCc1ccc2c(c1)OCO2,0.0,-0.3,-0.2,-5,-1.4,-1.3,-2.6,-13,3,-7,-0.2
CCOc1ccc(S(=O)(=O)N(CC(=O)NC2CCCC2)c2ccc(F)cc2)cc1,0.5,-0.8,-0.4,-2,-0.2,-0.8,-1.2,-1,-4,-2,0.0
O=c1c(-c2ccccc2)c(-c2ccccc2)oc2cc(O)cc(O)c12,0.1,-2.6,2.3,2,0.3,-1.2,-0.1,1,-24,0,-0.5
CC1CCN(S(=O)(=O)c2ccc(NC(=O)CN3CCCCCC3)cc2)CC1,-0.4,-1.1,-0.9,-3,-0.1,-1.0,-2.7,0,-6,-3,-1.6
Cc1cc(-c2ccc(S(=O)(=O)NCc3ccc(F)cc3)cc2)on1,-0.2,-2.1,0.9,-4,-2.3,-1.9,-4.8,-1,-12,1,-0.3
CC(=O)NCCC1CCN(C(=O)c2cc(COc3ccc(C)nc3)on2)CC1,0.4,-0.5,0.3,-3,-0.8,-1.9,-1.1,0,-1,2,-0.5
COc1ccc(Cl)cc1C(=O)NNC(=O)COC(=O)c1cccs1,0.1,0.4,0.3,-3,6.4*,-0.5,-0.1,3,15,2,0.1
CCOc1ccc(NC(=O)CN(C)C(=O)c2cn(-c3ccccc3)nc2-c2cccs2)cc1OCC,-0.4,-0.7,1.5,-2,-3.8,-1.4,-3.1,2,-32,0,-1.0
CCCC1C2C(=O)N(c3ccccc3OC)C(=O)C2ON1c1ccccc1 (stereo not given),-0.3,-2.2,0.5,-4,-0.1,-0.5,-1.0,1,-3,-1,2.2
O=c1c2ccccc2nnn1CSc1nc2ccccc2c(=O)n1Cc1ccco1,0.4,-0.2,2.8,-2,-0.9,-0.8,-0.2,4,7,-5,0.4
O=C(N/N=C\c1ccc(-c2cccc(Cl)c2)o1)C(=O)NC1CCCC1,0.1,-0.5,1.5,0,0.3,-0.9,-0.2,-1,4,-5,7.0*
NC(=O)COC(=O)c1ccc(Cl)c(S(=O)(=O)N2CCN(c3ccc(F)cc3)CC2)c1,0.1,0.1,2.2,3,1.1,-1.8,0.1,0,5,-2,0.9
COc1cccc(/C=N/NC(=O)C(=O)Nc2ccccc2OC(F)(F)C(F)F)c1,0.0,2.3,0.0,3,-0.3,-0.7,1.9,-5,21*,-2,-0.1
S=C(Nc1ccccc1)Nc1ccccn1,-0.7,3.8,1.6,0,0.0,-0.5,1.7,-5,10,3,0.9
COc1ccc2cc3cc(C(=O)NCCC(C)C)oc3nc2c1,-15,-2.3,-1.6,2,0.1,-1.2,-1.2,0,-3,6,-2.1
CCOCCn1c(CN2CCN(c3cccc(Cl)c3)CC2)nc2c1c(=O)n(C)c(=O)n2C,-0.1,-0.9,1.5,-3,-0.6,0.1,-3.0,8,-5,-1,-1.2
CCOc1ccc2nc(N(Cc3ccccc3)C(=O)CCNC(C)=O)sc2c1,0.5,-0.3,3.1,-2,0.5,-1.2,3.2,0,-12,1,1.8
O=C(Nc1ccc(S(=O)(=O)N2CCOCC2)cc1)c1cccnc1,0.7,0.4,-0.8,2,0.1,-1.3,-2.5,5,-4,-3,0.7
CC[C@]12c3[nH]c4ccc(OC)cc4c3CCN1C(=O)C(CC(=O)NCCC1=CCCCC1)C[C@@H]2C(=O)N1CCN(C(=O)C2CC2)CC1 (stereo not given in full),0.0,-0.8,-2.2,-5,-0.2,-1.2,-0.9,4,3,-4,-1.1
COc1ccc(-c2nc(N)nc(C(F)(F)F)c2-c2cscn2)c(O)c1,-0.3,-1.6,0.3,4,0.0,-0.9,0.6,-2,-3,-3,1.5
COC(=O)CCCC1=CC2=CC(=O)C(C)(OC(=O)c3cccs3)C(=O)C2=CN1C1CC1 (stereo not given),0.9,0.0,-0.2,0,-0.3,-1.5,1.3,-2,1,2,2.5
C[C@H]1[C@H](c2ccccc2)C[C@@H](C(=O)O)C1(C)C,-0.1,0.0,2.0,0,-0.6,-1.0,-0.7,-2,-7,1,-0.4
O=C(CSc1nc2ccccc2o1)N1CCCC1,0.4,-0.3,2.9,0,-0.4,-0.8,5.8,7,5,9,-1.2
COc1ccc(-c2cc3nc(C)cc(-c4ccc(OC)cc4)n3n2)cc1,-73,1.1,2.0,-2,-0.3,0.0,1.5,1,1,3,2.3
O=C(NN=Cc1ccc(F)cc1)c1ccccc1NS(=O)(=O)c1cccs1,-1.3,-1.9,1.2,-3,-1.2,-0.6,1.3,0,-5,2,0.3
# New compounds follow
SMILES,KLK7 zymogen act,hcDAF-12 act,FXN GAA850 act,SMARCA2 act,DAX1 inh-1,ssDAF12 agonist,hgDAF12 agonist,GC-B act,sPLA2-III inh,GC-A act,DAX1 inh-2
CCc1ccc(/C=N/NC(=O)c2cc(-c3cccc([N+](=O)[O-])c3)n[nH]2)cc1,0.6,-1.2,-2.0,-2,0.1,-1.4,-1.4,-7,6,-1,2.0
COCCCN(CC(=O)Nc1ccc(N2CCOCC2)cc1)S(=O)(=O)c1ccc(C)cc1,-0.1,-1.7,0.8,-1,0.4,-1.4,5.0,7,-2,1,-0.8
COc1ccc2[nH]c3nc(SCC(=O)Nc4cccc(NC(C)=O)c4)nnc3c2c1,4.2,-1.5,1.7,0,-0.5,-1.2,-2.1,-2,-4,7,-1.4
CS(=O)(=O)Nc1ccc(-c2cccc3nccn23)cc1,-41,-1.0,-0.3,0,0.8,-1.4,1.3,3,-1,2,.
N#Cc1c2n(c3c(-c4ccccc4)ncnc13)CCC2,0.8,-1.7,-0.3,-1,-0.6,-1.3,-1.1,-3,0,-5,-0.7
COc1ccccc1Oc1coc2c(CN3CCN(C)CC3)c(O)ccc2c1=O,74*,0.5,-0.1,-2,0.3,-0.4,0.9,4,1,2,-0.2
CC(C)(C)C1CCc2onc(C(=O)Nc3cccc(O)c3)c2C1 (stereo not given),0.2,-3.9,-0.2,-4,-1.8,-2.0,-1.2,1,-38,-3,-0.6
O=C(NCCCc1ccccc1)C1CC1,0.2,-0.4,-0.4,-1,1.0,-1.5,0.3,0,2,1,.
CCOC(=O)[C@]12CCCC=C1N(CCc1ccc(OC)c(OC)c1)C(=O)[C@H](CC(=O)N1CCN(C(=O)C3CC3)CC1)C2,0.0,2.3,.,0,2.1,-0.8,-1.6,7,2,1,.
O=C(COC(=O)CC1CC2CCC1C2)Nc1ccccc1Cl (stereo not given),0.2,-0.7,-0.4,4,-0.8,-0.3,-3.7,2,-1,-2,1.9
COc1ccc(C2C(C(=O)N3CCN(c4ccccc4)CC3)c3ccccc3C(=O)N2C)cc1 (stereo not given),0.6,-1.7,-1.6,-10,-1.0,-1.3,2.9,2,8,2,1.5
O=C(CSc1ccccc1)NCc1cccnc1,-0.5,-1.0,1.4,2,0.1,-0.8,4.3,5,2,2,0.1
CSc1nnc(-c2ccc(NC(=O)CCc3ccccc3)cc2)n1C,-0.5,-2.5,5.5,-1,-0.5,-1.3,-2.9,-4,11,0,0.5
COc1ccc(CNC(=O)CSc2cc(=O)n(C)c3ccccc23)cc1,0.0,1.0,-0.8,1,-0.8,-1.9,-0.6,-6,0,-5,0.0
Cc1cc(C)c2c(c1C)C(=O)CCC2,-0.8,-0.2,0.9,0,0.9,-1.0,1.7,4,1,-3,1.0
CC(CN1CCOCC1)(NS(=O)(=O)c1ccccc1)c1ccccc1 (stereo not given),-0.5,-1.9,-0.8,-1,0.5,-1.5,0.5,-7,-1,-7,0.1
CCCNC(=S)Nc1ccc(Cl)cc1C,-0.1,0.0,0.9,-1,0.8,-1.8,-0.6,0,5,4,-0.9
OC(C#CCN1CCOCC1)(c1ccccc1)C1CC1 (stereo not given),0.5,-0.4,-0.9,1,-0.4,-1.0,0.7,0,-2,0,-0.4
O=C(Nc1cccc(C(F)(F)F)c1)c1cccnc1NCCO,1.1,-1.5,-0.7,-2,-0.2,-0.6,1.8,4,-1,2,-2.0
CCOc1ccc(NC(=O)CSc2nc3c([nH]c4ccccc43)c(=O)n2C)cc1,-0.5,9.8*,0.2,-2,0.7,0.1,0.3,2,0,-2,1.1
C[C@H](CO)N1C[C@H](C)[C@@H](CN(C)C(=O)Nc2ccc3c(c2)OCO3)Oc2ccc(NC(=O)NC3CCCCC3)cc2C1=O,0.6,0.0,-1.7,0,0.1,-1.8,1.1,6,-3,1,-0.8
COC(=O)c1sccc1NC(=O)CCC1CCCCC1,0.1,-0.7,1.2,-1,0.1,-0.9,-0.2,5,5,-5,0.2
Cc1ccccc1CS(=O)(=O)Cc1ccc(C(=O)NCc2ccco2)o1,0.2,-0.8,0.8,3,-0.1,-0.9,-1.0,1,-4,3,0.4
C=C1CCN([C@@H](CC(C)C)C(=O)O)S(=O)(=O)c2ccccc21,-0.1,-0.5,0.1,-1,-0.1,-1.0,-0.6,5,8,-2,1.4
CC1CC(C)CN(C(=O)c2ccc3ncsc3c2)C1 (stereo not given),0.0,-0.1,2.6,-2,0.6,-1.8,2.6,1,2,-5,0.0
# (further entries)
SMILES,KLK7 zymogen act,hcDAF-12 act,FXN GAA850 act,SMARCA2 act,DAX1 inh-1,ssDAF12 agonist,hgDAF12 agonist,GC-B act,sPLA2-III inh,GC-A act,DAX1 inh-2
CC1(C)CC(=O)C=C(c2cccc(OC(=O)c3ccc(Br)cc3)c2)C1=O,0.2,0.6,-0.3,-2,0.6,-0.8,1.4,3,-9,6,0.1
CCC(C)Nc1nc2c(c(=O)n(C)c(=O)n2C)n1Cc1ccc(Cl)cc1 (stereo not given),0.2,-2.0,-0.4,-2,0.7,-1.6,-1.2,48*,1,42*,1.8
O=C(Cn1nc(C(=O)O)c2ccccc2c1=O)c1cc(F)ccc1F,0.0,-1.4,2.6,0,0.3,-0.6,3.5,1,-8,2,0.8
CC(C)n1nc(C(=O)OCn2nnc3ccccc3c2=O)c2ccccc2c1=O,0.2,-0.4,-0.4,-3,-0.7,-1.9,-0.7,5,8,0,0.4
CCOC(=O)N1CCC(N2CCCC(C(=O)c3ccc4cc(OC)ccc4c3)C2)CC1 (stereo not given),69*,-2.2,-1.7,-3,-0.6,-2.4,-4.0,0,-22,1,-2.2
Cc1cc(NC(=O)c2ccc(N3CCCC3)c([N+](=O)[O-])c2)no1,-0.2,-0.9,1.8,2,-0.5,-1.6,4.2,-7,5,1,-0.2
COc1ccc(-c2noc(CN(C)Cc3ccc(C)o3)n2)cc1,0.1,1.1,0.5,-1,-0.1,-1.6,4.3,4,-4,3,0.6

# Results in GC-A act and DAX1 inh-2, for three of the compounds above:
Structure,GC-A act,DAX1 inh-2
O=C(Cn1nc(C(=O)O)c2ccccc2c1=O)c1cc(F)ccc1F,2,0.8
CC(C)n1nc(C(=O)OCn2nnc3ccccc3c2=O)c2ccccc2c1=O,0,0.4
CCOC(=O)N1CCC(N2CCCC(C(=O)c3ccc4cc(OC)ccc4c3)C2)CC1 (stereo not given),1,-2.2
